# Sm TGR inh – qHTS Assay for the Inhibitors of Schistosoma Mansoni Peroxiredoxins; purified TGR, DTNB reduction, TNB absorbance 405 nm; Schistosoma mansoni thioredoxin glutathione reductase (TGR), Q962Y6; Potency, µM (highest dose often 114 µM), inactives show top-dose activity change, negative = inhibition, usual class: inhibitors; actives 3% (n = 360,000); note: potency is the fitted concentration of half-maximal effect; nearly all actives have a fitted effect of over 60% in size
#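 TGR 20 nM + NADPH 100 uM (dispensed conc.), cpd preinc 15 min RT; start with NADPH (500 uM addition) then DTNB (15 mM addition). Kinetic TNB absorbance, 405 nm filter. Four-parameter Hill fit across titration.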
# AMA1-RON2 inh – qHTS for Inhibitors of AMA1-RON; Towards Development of Antimalarial Drug Lead: Primary Screen; Plasmodium falciparum AMA1 (3D7) - RON2 peptide interaction; AlphaScreen AMA1-biotinylated RON2 peptide binding; Potency, µM (series often up to 58.2 µM), for inactives: top-dose activity change, negative = inhibition, usual class: inhibitors; actives 0.2% (n = 360,000); AID 720542, 2013;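 note: potency is the fitted concentration of half-maximal effect; 0% = vehicle wells and -100% = peptide control; nearly all actives have a fitted effect of over 45% in size; some results filed as inactive show a strong effect at the top dose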
#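 AMA1 (3D7) with his tag at 25 nM final met compounds first, then biotinylated RON2 peptide at 25 nM; detection used donor plus acceptor beads, 10 µg/mL apiece, read by AlphaScreen after 30 min at room temperature.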
# AmpC inh detg – qHTS Inhibitors of AmpC Beta-Lactamase (assay with detergent). P00811. AmpC hydrolysis of nitrocefin, absorbance 480 nm, 0.01% Triton. Potency, µM (top dose mostly 114 µM), for inactives: at the top dose activity change, negative = inhibition, usual class: inhibitors. actives 0.041% (n = 370,000). AID 485294, 2010;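 note: potency is the fitted concentration of half-maximal effect; 0% = no-compound wells and -100% = no-enzyme wells; nearly all actives have a fitted effect of over 25% in size; some results filed as inactive show a strong effect at the top dose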
# Target sequence (P00811 whole entry, looked up): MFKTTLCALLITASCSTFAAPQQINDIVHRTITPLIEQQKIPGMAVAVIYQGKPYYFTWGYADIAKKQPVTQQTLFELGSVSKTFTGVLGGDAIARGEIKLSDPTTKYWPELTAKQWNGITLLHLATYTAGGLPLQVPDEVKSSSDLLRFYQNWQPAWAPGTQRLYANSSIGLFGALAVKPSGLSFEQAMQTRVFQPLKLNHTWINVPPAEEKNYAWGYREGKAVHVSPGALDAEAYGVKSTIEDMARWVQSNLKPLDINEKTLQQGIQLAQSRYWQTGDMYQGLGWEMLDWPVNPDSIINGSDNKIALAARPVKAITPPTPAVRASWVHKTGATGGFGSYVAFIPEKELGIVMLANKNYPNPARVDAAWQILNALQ
#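 AmpC (5.3 nM in the dispensed reagent) in 20 mM phosphate pH 7.0 with 0.01% (detergent screen) or 0.0001% Triton X-100 was preincubated with compounds for 15 min at room temperature. Nitrocefin was then added from an 800 uM solution, and hydrolysis was followed at 480 nm.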
# HCMV antiviral – qHTS Assay for inhibitors of the human cytomegalovirus (HCMV); activity change, negative = inhibition, % at 57.5 µM; actives 4.5% (n = 410,000); AID 1259415, 2018; HFF cells, HCMV-luciferase reporter, 72 h; stronger effect = lower value; in the data active = activity change below about -60%; inconclusive = no clear call, values can overlap the other calls; inactive = above about -39%
#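 Two-dose cell screen: HFF monolayers treated with compounds and infected with luciferase-expressing HCMV at 1 PFU/cell, 72 h at 37C, then lysed for luciferase measurement.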
# HCV inh – qHTS Assay for Inhibitors of Hepatitis C Virus (HCV); Huh7.5.1 HCVcc-Cre infection, luciferase reporter, 44 h; Potency, µM (doses to about 41.8 µM), inactives show top-dose activity change, negative = inhibition, hits mostly inhibitors; actives 3.4% (n = 340,000); AID 651820, 2012; note: potency is the fitted concentration of half-maximal effect
#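 Luciferase read-out (15 sec integration) after a 15 min room-temperature substrate step quantifies HCVcc-Cre infection. Cells, 1,000 per well, had compound added 4 h post-plating, then virus at ~0.5 moi, and were cultured 44 h.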
# FBPA Giardia inh – qHTS Assay for Inhibitors of Fructose-1,6-bisphosphate Aldolase from Giardia Lamblia | A8B2U2 | purified Giardia FBPA | Potency, µM (doses to about 59.6 µM), for the others: top-dose activity, negative = inhibition, most hits filed as inhibitors | actives 0.71% (n = 290,000) | AID 2451, 2010; note: potency is the fitted concentration of half-maximal effect; nearly all actives have a fitted effect of over 55% in size
# Target sequence (A8B2U2 whole entry, looked up): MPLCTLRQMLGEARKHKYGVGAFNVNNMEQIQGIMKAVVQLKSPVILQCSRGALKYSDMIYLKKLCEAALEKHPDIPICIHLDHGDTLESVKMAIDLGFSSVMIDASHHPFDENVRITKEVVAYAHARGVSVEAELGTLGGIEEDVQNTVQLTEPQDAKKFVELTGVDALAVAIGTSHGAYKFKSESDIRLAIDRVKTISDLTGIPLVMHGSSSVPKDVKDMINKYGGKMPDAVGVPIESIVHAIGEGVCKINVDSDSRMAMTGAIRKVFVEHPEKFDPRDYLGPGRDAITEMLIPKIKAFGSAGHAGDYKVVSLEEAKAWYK
#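 Giardia FBPA (40 nM reagent) was preincubated 10 min at RT with compound (up to 57.5 uM final), then substrate plus GAPDH/TPI/NAD/arsenate coupling system with diaphorase/resazurin was added; resorufin fluorescence (525/598 nm) was read after 20 min.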
# * hit, by the source's call; ? = inconclusive; · = not tested or not shown; & = joins results of further samples; [ ] = remark or other dose. Unless noted, calls come from the whole dose curve; as a rule, active = well fitted curve in the direction sought with a large enough effect; inconclusive = small, poorly fitted or top-dose-only effect, or another doubt; inactive = no such curve, though single readings can be large; an effect the other way counts as inactive or inconclusive. Unless noted, % is set by controls: 0 for no effect and ±100 for the full control effect. Random draw from the library; about 9.3% have a hit in one of these screens.
cpd | molecule | HCMV antiviral | FBPA Giardia inh | Sm TGR inh | AmpC inh detg | HCV inh | AMA1-RON2 inh
1 | CSc1ccc(Cl)c(C(=O)OCC(=O)NCC(C)C)c1 | 5 | 3% | -7% | -8% | -2% | 8%
2 | CN1CCC(n2nccc2N)CC1 | 28 | -14% | -2% | ? | -1% | 0%
3 | CC(Sc1nnc(NC2CC2)s1)C(=O)Nc1ccc(N2CCOCC2)cc1 (stereo unspecified) | 24 | · | 2% | -16% | -4% | 4%
4 | CCn1c(=O)n(CC)c2cc(S(=O)(=O)NCCOc3ccccc3)c(C)cc21 | -5 | 1% | 5% | 2% | ? | -1%
5 | O=C(CSc1ncnc2c1cnn2-c1ccc(F)cc1)NCc1ccc2c(c1)OCO2 | 4 | 4% | -5% | 8% | 4% | 26%
6 | CC(C)(C)C(=O)Nc1cc(NC(=O)C(C)(C)C)cc(C(=O)Nc2cc(C(=O)O)cc(C(=O)O)c2)c1 | 1 | 1% | 1% | ? | 10% | 2%
7 | COc1cc2c(cc1OC)C(COc1ccc(F)cc1)N(C(=O)Cc1ccc(F)cc1)CC2 (stereo unspecified) | 8 | · | 5% | 7% | · | ·
8 | CC1CCCN(C(=O)CCS(=O)(=O)c2cc3c(cc2Cl)NC(=O)CO3)C1 (stereo unspecified) | -13&-1 | 10% | 12%&1% | 3%&20% | 15% | 21%
9 | CN1c2ccccc2N(C)C1c1c(O)ccc2ccccc12 | -39 | -23% | ? | -1% | 10% | 5%
10 | CCN(c1ccccc1)S(=O)(=O)c1ccc(Cl)c(NC(=O)CN(C)Cc2cccc(F)c2)c1 | ? | · | · | · | 8.9µM* | -5%[11.6 µM]
11 | Cc1nc(SCC(=O)N(C)C2CCCCC2)[nH]c(=O)c1Cc1ccccc1 | -36 | 5% | 1% | -1% | -8% | -5%
12 | O=C(c1cc2c(ccc3ccccc32)o1)N1CCN(c2ncc(C(F)(F)F)cc2Cl)CC1 | 0 | 3% | -5% | -9% | 5% | 0%
13 | Cc1ccc(CSCC(=O)N2CCN(Cc3ccc4c(c3)OCO4)CC2)cc1 | -4 | 0% | -9% | -8% | -9% | 8%
14 | COc1ccc2c(c1)[C@H]1[C@H](CO2)[C@H](c2ccccc2)[C@]2(C)C(=O)Nc3ccc(Br)cc3C(=O)N12 | -16 | · | · | · | ? | -8%
15 | COC(=O)c1ccccc1NC(=O)CSc1nc2cccnc2n1C | -38 | -14% | -22% | 3% | -27% | 5%
16 | O=C(Cc1ccc(F)cc1)NC(Cc1c[nH]c2ccccc12)C(=O)O (stereo unspecified) | -62* | -6% | 1% | 5% | 9% | -11%
17 | COc1ccc(OC)c(NC(=O)CCn2cnnn2)c1 | -2 | · | 2% | -3% | · | ·
18 | COc1ccc(NC(=O)CSc2nnc(-c3ccco3)n2C)cc1 | 5 | 1% | -26% | ? | 5% | -1%
19 | Cc1[nH]nc(SCC(=O)N2CCCCCC2)c1[N+](=O)[O-] | 0 | 1% | 9% | 6% | 7% | -9%
20 | CC1CN(C(=S)Nc2ccc(S(N)(=O)=O)cc2)CC(C)O1 (stereo unspecified) | 71 | -7% | 8% | -2% | 19% | 6%
21 | COc1ccc(C2COc3cc(O)ccc3C2)c(OC)c1O (stereo unspecified) | 20 | · | · | · | 11% | ?
22 | Cn1c(=O)c2c(nc(SCC(=O)O)n2Cc2cc3c(cc2Cl)OCO3)n(C)c1=O | 4 | -16% | -11% | 1% | 3% | -4%
23 | Cc1ccc2c(c1)nnn2C1CCN(CC(=O)Nc2ccc(F)cc2)CC1 | -10 | 4% | 3% | -10% | -7% | -19%
24 | CCOC(=O)CN(C(=O)CSc1nnc(-c2ccc(OC)c(OC)c2)o1)c1ccccc1 | -38 | -4% | -12% | ? | 4% | -7%
25 | O=C(NC1CCN(S(=O)(=O)c2ccccc2)CC1)c1cccc(F)c1 | 10 | 7% | 2% | 4% | -2% | 2%
26 | CCOC(=O)C1=C(c2ccccc2)Nc2ncnn2C1c1ccc(OC)c(OC)c1OC (stereo unspecified) | 6 | 0% | 6% | -8% | 9% | 15%
27 | CC(=O)c1cccc(Nc2c3c(nc4ccccc24)CCC3)c1 | 66 | -29% | 4% | ? | ? | 0%
28 | CC(=O)OC(C(=O)NCS(=O)(=O)c1ccc(C)cc1)c1cccnc1 (stereo unspecified) | 13 | 1% | -21% | -13% | 15% | 13%
29 | COc1ccc(NC(=O)c2cncn2-c2ccccc2)cc1 | -31 | -5% | -8% | ? | 10% | -19%
30 | CCOC(=O)C1CN(S(=O)(=O)c2ccc(F)cc2)C1 | 41 | 1% | ? | -9% | 3% | 10%
31 | Cc1noc(N)c1C1(O)C(=O)Nc2c(Cl)cc(Cl)cc21 (stereo unspecified) | 0 | -6% | 9% | -1% | 7% | 19%
32 | CCOC(=O)c1[nH]c(C)c(C(=O)OCC(=O)N2CC(=O)Nc3ccccc32)c1C | -11 | 5% | -7% | -3% | ? | -17%
33 | CCC(CO)Oc1cc(NCc2cccc(F)c2)c2ncn(C(C)C)c2c1 (stereo unspecified) | 3 | · | · | · | ? | -2%
34 | CCN(C(=O)CN1C(=O)S/C(=C\C=C\c2ccccc2)C1=O)C1CCS(=O)(=O)C1 (stereo unspecified) | -33 | -2% | -24% | -1% | 8% | -9%
35 | Cc1cccc(CCNC(=O)Cn2ncc3c([nH]c4ccc(C)cc43)c2=O)c1 | ? | · | 8% | 8% | -5% | 0%
36 | CCOc1ccc(NC(=O)C(=O)N/N=C\c2ccc(CNS(=O)(=O)c3ccccc3)o2)cc1 | ? | 1% | -9% | -10% | ? | 5%[11.6 µM]
37 | COc1ccc(Cl)cc1NC(=O)Nn1cnnc1 | 51 | 0% | -2% | 4% | 16% | 11%
38 | COC(C(=O)Nc1ccc(NC(=O)C(OC)c2ccccc2)cc1)c1ccccc1 (stereo unspecified) | 22 | -4% | -21% | -4% | -6% | 0%
39 | COc1ccccc1CNC(=O)C(=O)NCC1OCCN1S(=O)(=O)c1ccccc1 (stereo unspecified) | 2 | -10% | -8% | -2% | 0% | 0%
40 | O=C(COc1ccccc1)N(Cc1ccccc1)c1nc(-c2ccccc2)cs1 | 7 | 6% | 8% | 3% | -10% | 3%
41 | C=C1c2ccccc2S(=O)(=O)N(Cc2ccccc2)C1COCc1ccccc1 (stereo unspecified) | 6 | -9% | ? | -3% | -3% | -19%
42 | NNC(=O)CCc1ccc(S(=O)(=O)N2CCOCC2)cc1 | -28 | 3% | 5% | 3% | 7% | 58%[activator]
43 | CC(C)(C)NC(=O)C(c1ccco1)N(Cc1ccc2c(c1)OCO2)C(=O)c1snc(C(N)=O)c1N (stereo unspecified) | -20 | 3% | 0% | -3% | -10% | -8%
44 | COc1ccccc1NS(=O)(=O)c1ccc(O)c(C(=O)OCC(=O)N2c3ccccc3CC2C)c1 (stereo unspecified) | -23 | 1% | -16% | -9% | 6% | 1%
45 | CCN(CC(=O)NC1CCS(=O)(=O)C1)S(=O)(=O)c1ccccc1 (stereo unspecified) | -23 | 5% | -4% | -7% | 11% | -1%
46 | Cc1cc(C)n(-c2cc(C(C)(C)C)nc3c(-c4ccc(Cl)cc4)cnn23)n1 | -25 | 0% | 17% | ? | -29% | 36%[activator]
47 | O=C(N/C(=C\c1ccccc1Cl)C(=O)N1CCOCC1)c1ccc([N+](=O)[O-])cc1 | 0 | 3% | -5% | -4% | ? | 4%
48 | Cc1ccc(SCC(=O)Nc2cc(C)on2)cc1 | -8 | 0% | 3% | ? | 4% | 5%
49 | CCC(C)c1ccccc1N1CC(C(=O)Nc2cccc(S(=O)(=O)N3CCOCC3)c2)CC1=O (stereo unspecified) | -21 | · | -23% | 8% | 8% | -14%
50 | CN(C)c1cc[nH]c(=O)c1C#N | -5 | 2% | -10% | ? | 23% | -8%
51 | O=C(Nc1ccc(N2CCOCC2)cc1)C1CCN(S(=O)(=O)Cc2ccccc2)CC1 | ? | 1% | 10% | 12% | 16% | -10%
52 | CCn1c(CSc2ncccn2)nnc1SCC(=O)N1CCc2ccccc21 | 76 | -8% | -28% | 0% | -13% | 2%
53 | CCC1(C(=O)c2ccc(Cl)cc2)C2c3ccccc3OC(=O)C21C(=O)Nc1ccccc1 (stereo unspecified) | 10 | -20% | -11% | ? | 39%[activator] | -2%
54 | Cc1ccc(CSCCC(=O)NCc2ccc(F)cc2Cl)cc1 | -32 | · | ? | -3% | · | ·
55 | COc1ccc(O)c(-c2c(-c3ccc(Cl)cc3)n[nH]c2C)c1 | 1 | ? | 50µM* | -2% | -4% | -26%
56 | Cc1cccc(C)c1NC(=O)CS(=O)CC(=O)Nc1ccc(F)cc1F (stereo unspecified) | 39 | 1% | -19% | -1% | ? | 0%
57 | CCCNC(=O)CN(C)CC(=O)Nc1ccccc1C#N | 17 | -8% | -6% | -6% | 9% | 87%[activator]
58 | Cc1ccc(NC(=O)CSc2ccc(-c3ccccn3)nn2)cc1 | 65 | -8% | 2% | -2% | ? | 2%
59 | O=C(Nc1ccc(-c2cscn2)cc1)C1CCCN(Cc2ccc(CO)o2)C1 (stereo unspecified) | 22 | · | -10% | 3% | 6% | -6%
60 | Cc1ccc(S(=O)(=O)c2nc(C)c3c(n2)CCC3)cc1 | 16 | 10% | -20% | 4% | 12% | -8%

# Further records follow.
cpd | molecule | HCMV antiviral | FBPA Giardia inh | Sm TGR inh | AmpC inh detg | HCV inh | AMA1-RON2 inh
61 | O=C1N(Nc2ccccc2)C(c2ccc(Br)cc2)C12CCCCC2 (stereo unspecified) | -5 | 0% | 2% | ? | -1% | -9%
62 | CC1(C)CC(=O)c2c(O)cc(OCC(=O)Nc3ccc(CCO)cc3)cc2O1 | -25 | 17% | -24% | ? | 5µM* | -6%
63 | N#CCSc1nnc(-c2ccc3c(c2)OCO3)o1 | -35 | 3% | 7% | 0% | 18% | 2%
64 | O=C(NC(=S)N1CCOCC1)c1ccc([N+](=O)[O-])cc1 | 35 | ? | -12% | -6% | 27% | 43%[activator]
65 | Cc1ccc(-c2cc[n+](Cc3ccccc3)cc2)cc1 | ? | 0% | 101%[activator] | 2% | ? | 8%
66 | CCC1CCC/C1=N\NC(=O)c1ccccc1C (stereo unspecified) | 41 | · | · | · | 25% | 57%[activator]
67 | O=c1oc(-c2ccc([N+](=O)[O-])cc2)nc2ccc(O)cc12 | -35 | 0% | -5% | ? | -6% | -21%
